Bioassay records: PubChem, ICCB-Longwood Screening Facility, Harvard Medical School
Polio RdRp inh: inhibitors of poliovirus RNA polymerase binding and polymerization; P03300; poliovirus polymerase elongation, fluorescence polarization; stronger effect = lower value; % elongation, % (compound at 16.7 µg/mL); hit rate 0.66% among 150,000; in the data active = % elongation below about 90%; note: some results filed as inactive read as strong as hits
Target sequence (P03300 1749-2209 limits assumed): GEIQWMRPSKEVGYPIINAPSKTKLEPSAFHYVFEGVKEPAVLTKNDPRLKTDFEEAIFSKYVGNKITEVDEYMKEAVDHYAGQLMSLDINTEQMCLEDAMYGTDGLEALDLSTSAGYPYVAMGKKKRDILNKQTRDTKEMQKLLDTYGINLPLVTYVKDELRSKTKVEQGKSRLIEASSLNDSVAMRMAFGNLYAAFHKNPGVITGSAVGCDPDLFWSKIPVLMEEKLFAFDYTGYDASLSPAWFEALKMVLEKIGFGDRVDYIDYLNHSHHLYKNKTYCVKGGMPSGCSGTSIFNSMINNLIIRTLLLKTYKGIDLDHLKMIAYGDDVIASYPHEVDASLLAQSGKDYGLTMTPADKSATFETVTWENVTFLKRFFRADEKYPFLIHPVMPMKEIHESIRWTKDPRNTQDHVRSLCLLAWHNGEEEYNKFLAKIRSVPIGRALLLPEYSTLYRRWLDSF
Polio RdRp inh FP z-score: also measured in Polio RdRp inh; calls as there; z-score; measured here: FP z-score; hits read low
Active calls of the source: *. Some of the compounds tested; count on the stated rates, not on these rows.

| SMILES | Polio RdRp inh | Polio RdRp inh FP z-score |
| --- | --- | --- |
| CC(C(=O)NCc1ccccc1Cl)n1ccc2cc(S(=O)(=O)N3CCCCC3)ccc21 (configuration not stated) | 115 | 1.4 |
| O=C(Cn1cc(S(=O)(=O)Cc2ccc(F)cc2)c2ccccc21)NCCc1ccccc1 | 106 | 0.1 |
| CCc1ccc(C2=CC(=O)C=CC2=O)cc1 | 102 | 0.2 |
| C/C(=N\O)C(C)(C)Nc1cc(C(F)(F)F)cc(C(F)(F)F)c1 | 102 | -0.4 |
| CCn1cc(C(=O)N2CCN(c3ccccc3F)CC2)c(=O)c2cc(S(=O)(=O)N(C)C3CCCCC3)ccc21 | 105 | 0.1 |
| Cc1nc2ccccc2c(=O)n1/N=C/c1ccccc1O | 102 | 1 |
| O=C(CSc1nc2ccccc2c(=O)n1CCC(=O)N1CCCCC1)c1ccccc1 | 102 | -0.1 |
| COC(=O)c1sc(N)c(C(=O)OC)c1CSc1nc(C)cs1 | 98 | -0.6 |
| C=CCn1c(C2CC(=O)N(c3cc(Cl)ccc3OC)C2)nc2ccccc21 (configuration not stated) | 100 | -0.2 |
| Cc1cc(/C=C2\SC(=S)N(Cc3ccco3)C2=O)c(C)n1-c1ccccc1 | 114 | 5.6 |
| O=C(C1CCCN(Cc2ccccc2F)C1)N1CCCCC1 (configuration not stated) | 98 | -1.1 |
| O=C(COC(=O)Cn1c(=O)oc2ccccc21)Nc1cccc2nsnc12 | 98 | -0.2 |
| N#Cc1ccc(C(=O)Nc2cc(C(F)(F)F)ccc2-n2cncn2)cc1 | 108 | 0.8 |
| N#Cc1cccs1 | 99 | -0.3 |
| O=C(c1ccco1)N(Cc1ccco1)c1ccc(O)cc1 | 100 | 0 |
| CCOC(=O)/C=C1\SCC(=O)N1C | 108 | 0.5 |
| COc1ccc(C(=O)OCC2CC2)cc1Br | 102 | 0.9 |
| Cc1noc(C)c1S(=O)(=O)N1CCC(C(=O)N2CCN(c3ccccc3)CC2)CC1 | 113 | 0.2 |
| N#Cc1ccc(NC(=O)c2ccccc2C(F)(F)F)cc1 | 102 | 0.1 |
| CCc1cccc(CC)c1N(COC)C(=O)Cn1c(CC)nc2ccccc21 | 105 | 0 |
| COc1ccc(OC)c(S(=O)(=O)NCC(c2ccc(N(C)C)cc2)N2CCc3ccccc32)c1 (configuration not stated) | 100 | 0 |
| CS(=O)(=O)N1N=C(c2ccc(Br)cc2)CC1c1cc2ccccc2nc1Cl (configuration not stated) | 104 | 0.5 |
| COC(NC(=O)c1ccccc1)(C(F)(F)F)C(F)(F)F | 107 | 0.5 |
| C=CCc1c(C)nc2ccccc2c1Cl | 103 | 0.3 |
| COc1cc2c(cc1NC(=O)C(C)Sc1nnc(-c3cccs3)n1CC1CCCO1)oc1ccccc12 (configuration not stated) | 104 | 0.1 |
| CCCOc1ccc(-c2nc3ccccc3c(=O)o2)cc1 | 103 | -0.5 |
| CCOC(=O)C1=C(CC)NC2=C(C(=O)CCC2)C1c1ccccc1OCC (configuration not stated) | 101 | -0.3 |
| CCC(C(=O)NC1CCCC(C)C1C)n1nc(C)n2c(cc3sccc32)c1=O (configuration not stated) | 101 | -1 |
| O=C1/C(=C/c2ccc(F)cc2)CS/C1=C\c1ccc(F)cc1 | 102 | 0.3 |
| CN(C)C(=O)CSc1n[nH]c(-c2ccccc2)n1 | 101 | -0.1 |

More structures follow.
| SMILES | Polio RdRp inh | Polio RdRp inh FP z-score |
| --- | --- | --- |
| CC(C)(C)N1CC(OC(=O)Nc2ccccc2)C1 | 104 | 0.4 |
| Cc1ccc(S(=O)(=O)N2CC(=NN=C(N)N)C2)cc1 | 101 | -0.3 |
| COc1ccc(C(=O)NCc2ccc(C#N)cc2)cc1OC | 101 | -0.4 |
| CCS(=O)(=O)N1CCc2cc(C(=O)NCc3ccc(OC)cc3)ccc21 | 108 | 0.1 |
| N#C/C(=C\c1ccc2c(c1)OCO2)C(=O)N1CCCC1 | 100 | -0.5 |
| O=S(=O)(c1cc(Cl)ccc1Cl)n1ccnc1 | 108 | 0.6 |
| CCOC(=O)N1CCN(C(=O)CCn2c(=S)[nH]c3cc4c(cc3c2=O)OCO4)CC1 | 103 | 0.2 |
| COc1ccc2c(c1)CCCN2Cn1nc(-c2ccccc2)n(-c2ccccc2)c1=S | 101 | 0 |
| CCOC(=O)N1CCN(CC(=O)Nc2ccc(F)c(F)c2F)CC1 | 104 | 0.1 |
| CC1=C(C(=O)OC(C)C)C(c2ccc(C)o2)C2=C(CC(c3cccs3)CC2=O)N1 (configuration not stated) | 104 | 0.3 |
| Cc1nc(C)c(CCNC(=O)C2CCCCC2)s1 | 99 | -0.6 |
| Clc1cccc(-n2ncc3c(NCCCn4ccnc4)ncnc32)c1 | 107 | 0.1 |
| O=c1c2cc(-c3ccccc3)sc2[nH]c(=S)n1Cc1ccco1 | 108 | 0.6 |
| CN(C)CCn1nnnc1SCC1=C(C(=O)O)N2C(=O)[C@@H](NC(=O)Cc3csc(N)n3)[C@H]2SC1 | 99 | 0 |
| Cc1ccc(-c2nnc(C3CCN(S(=O)(=O)c4ccc(C)cc4C)CC3)o2)cc1 | 101 | 0.2 |
| CCOc1ccccc1CNC(=O)c1cc(-c2ccc(OC)cc2)nc2ccc(C(C)C)cc12 | 109 | 0.2 |
| CC(NC(=O)c1cnc2n(c1=O)CCS2)C12CC3CC(CC(C3)C1)C2 (configuration not stated) | 99 | -1.2 |
| CC1=C(C(=O)OCC(C)C)Sc2ccc(C(F)(F)F)cc2N1 | 111 | 0.7 |
| CCOC(=O)c1ccc2c(c1)N(Cc1ccc(F)cc1Cl)C(=O)c1ccccc1S2(=O)=O | 103 | -0.8 |
| O=C(O)CCNCc1ccccc1 | 104 | 0.5 |
| COc1ccc(-c2cn3nc(SCC(=O)Nc4ccccc4F)ccc3n2)cc1 | 106 | -0.2 |
| Cc1cc(C(=O)NCCCN2CCN(c3ccccc3F)CC2)n(-c2ccccc2)n1 | 98 | -1.3 |
| COC(=O)C(C)(C)Sc1nnc2c(n1)[nH]c1c(C)cc(C)cc12 | 100 | -0.5 |
| CC(=O)c1cc(-c2ccccc2)n(CCC(=O)NCc2ccc(C)cc2)c1C | 106 | 0.3 |
| CSc1nc2sc3c(c2c(=O)[nH]1)CC(C)(C)OC3 | 103 | 0.2 |
| Cn1c(SCC(=O)Nc2ccccc2F)nc2c([nH]c3ccccc32)c1=O | 107 | -0.1 |
| O=C(C(Sc1ccccc1)c1ccccc1)N1CCCc2ccccc21 (configuration not stated) | 107 | 0.5 |
| CCCCn1c(=NC(=O)C(C)(C)Oc2ccc(Cl)cc2)c(C(=O)OCC)cc2c(=O)n3ccccc3nc21 | 104 | -0.3 |
| Cc1ccc(N=Cc2c(N3CCCC3)nc3c(C)cccn3c2=O)cc1C | 106 | 0.4 |
| COc1ccc(CN2CCc3c(c(=O)n4ncc(C(=O)N5CCN(c6ccc(F)cc6)CC5)c4n3C)C2)cc1 | 111 | 0.9 |

Next section:
| SMILES | Polio RdRp inh | Polio RdRp inh FP z-score |
| --- | --- | --- |
| COc1ccc(CCNC(=O)C(=O)NCC(c2cccs2)S(=O)(=O)c2cccs2)cc1 (configuration not stated) | 111 | 0.8 |
| COc1cccc2sc(N3CCCC3)nc12 | 102 | 0.7 |
| CCCN(C(=O)c1cc2c(s1)-c1c(C)cccc1OC2)c1cccc(Cl)c1 | 100 | -1 |
| CCn1c(=O)c2ccccc2n(CC(N)=O)c1=O | 102 | 0 |
| Cc1cc2nn(-c3ccc(Cl)cc3)nc2cc1NC(=O)c1ccco1 | 103 | 0.4 |
| CC(=O)N1c2ccc(S(=O)(=O)N(C)CC(=O)N(C)Cc3ccccc3)cc2CC1C (configuration not stated) | 104 | 0.6 |
| COc1ccc(-c2cc(-c3nnc(COC(=O)CC4CCCC4)o3)c3ccccc3n2)cc1OC | 112 | 1.1 |
| Cc1ccc(NC(=O)/C=C/c2ccccc2)c(Br)c1 | 101 | -0.3 |
| CC(Nc1ccc2c(c1)OCCO2)C(=O)N1CCCC1 (configuration not stated) | 101 | -0.3 |
| O=C(OCc1cc(=O)oc2cc(O)ccc12)c1cc(=O)[nH]c2ccccc12 | 97 | -0.4 |
| C=CCNC(=S)NCc1ccccc1 | 99 | -0.4 |
| Cc1noc(C)c1NC(=O)NC(c1ccccc1)c1ccccc1 | 101 | -0.3 |
| NC(=O)c1ccccc1OCCOc1ccccc1 | 104 | 0 |
| Cc1oc(-c2ccc(C(=O)NCCN3CCCCC3)cc2)nc1COc1ccccc1 | 103 | 0.6 |
| O=C(CSc1ccccc1)N/N=C/c1ccccc1O | 99 | -0.2 |
| CC(=O)n1c2ccccc2c2nc(N)sc21 | 81* | -7.7* |
| COc1cccc2c1OCc1sc3[nH]c(=S)[nH]c(=O)c3c1-2 | 99 | -0.8 |
| CC(C)OC(=O)CSc1nnc(-c2ccccc2)n1Cc1ccco1 | 92 | -4.1 |
| CC1CC2(NC(=O)NC2=O)C(C)CN1C (configuration not stated) | 101 | -0.1 |
| Nc1sc(-c2ccccc2)c(Cc2ccccc2)c1C(=O)O | 101 | 0 |
| COCCNc1nc2c(c(=O)n(C)c(=O)n2C)n1Cc1c(F)cccc1Cl | 111 | 0 |
| Cc1nn2c(C)c(C(=O)NCc3cccc(Br)c3)cnc2c1-c1ccccc1 | 104 | -0.1 |
| Cc1cccc(NC(=O)COC(=O)Cn2cnc3ccccc3c2=O)c1 | 107 | -0.4 |
| CN(C(=O)COc1nnc(-c2cccs2)c(-c2cccs2)n1)c1ccccc1 | 106 | 0.4 |
| CSC(SC)=C1C(=O)OC(C)(C)OC1=O | 99 | -0.7 |
| COc1ccc(S(=O)(=O)c2cnc3cc(OC)c(OC)cc3c2N2CCCC(C)C2)cc1 (configuration not stated) | 105 | -0.2 |
| Cc1cccc(NC(=O)C2CCCN(c3cnccn3)C2)c1 (configuration not stated) | 103 | 0.3 |
| CCc1nc2sc(C)c(C)c2c(=O)n1N | 95 | -0.5 |
| CCOC(=O)c1cnc(SCC(=O)OCN2C(=O)c3ccccc3C2=O)nc1N | 108 | 0.7 |
| CCOc1ccccc1CNC(=O)c1ccc2nc(N3CCC(C)CC3)sc2c1 | 111 | 0.3 |

Six entries from above, with two lines to a compound:
Every second line gives: Polio RdRp inh, Polio RdRp inh FP z-score
> NC(=O)c1ccccc1OCCOc1ccccc1
    104, 0
> Cc1oc(-c2ccc(C(=O)NCCN3CCCCC3)cc2)nc1COc1ccccc1
    103, 0.6
> O=C(CSc1ccccc1)N/N=C/c1ccccc1O
    99, -0.2
> CC(=O)n1c2ccccc2c2nc(N)sc21
    81*, -7.7*
> COc1cccc2c1OCc1sc3[nH]c(=S)[nH]c(=O)c3c1-2
    99, -0.8
> CC(C)OC(=O)CSc1nnc(-c2ccccc2)n1Cc1ccco1
    92, -4.1

Continuation:
| SMILES | Polio RdRp inh | Polio RdRp inh FP z-score |
| --- | --- | --- |
| Cc1ccc2c(Cl)c(C(=O)N(Cc3cccs3)C3CCS(=O)(=O)C3)sc2c1 (configuration not stated) | 99 | -0.6 |
| Cc1oc(C)c2c(=O)cc(-c3ccc4c(c3)OCO4)cc(OC(=O)c3cccc(Br)c3)c12 | 105 | -0.3 |
| Fc1ccc(C2CC(c3ccc(Cl)cc3)=Nc3nc(-c4ccccc4)cn32)cc1 (configuration not stated) | 102 | 0.2 |
| CC(C)CC(C(=O)O)N1C(=O)C2CC=CCC2C1=O (configuration not stated) | 102 | 0.2 |
| Cc1ccc(S(=O)(=O)CCSC(=N)N)cc1 | 102 | 0.3 |
| C=CCn1c(C)cc(C(=O)COC(=O)COc2ccccc2C#N)c1C | 102 | -0.3 |
| CCc1nn(C(CC)C(=O)NC2CCCC2)c(=O)c2cc3oc(C)cc3n12 (configuration not stated) | 100 | -1.6 |
| CCOCC(=O)NCc1ccccc1Cl | 101 | 0.7 |
| COc1cc2c(cc1OC)C(CC(=O)O)N(C(=O)Nc1cc(OC)c(OC)c(OC)c1)CC2 (configuration not stated) | 102 | -0.6 |
| C=CCn1c(=O)c(C(=O)NC)c(O)c2ccccc21 | 99 | -0.2 |
| Cc1ccc(-n2nc(C)c(C(=O)N3CCN(c4ncccn4)CC3)n2)c(C)c1 | 102 | 0 |
| CC(C)(C)OC(=O)N1CCN(c2ccc(NC(=O)c3ccco3)cc2)CC1 | 103 | 0.5 |
| CCOc1ccc(NC(=O)CC2Oc3ccccc3NC2=O)cc1 (configuration not stated) | 103 | 0 |
| O=C(c1cccc(N2C(=O)c3ccccc3C2=O)c1)N1CCCCC1 | 101 | -0.3 |
| COc1ccc(Sc2ccccc2COC(C)=O)c(C(=O)O)c1 | 109 | 1 |
| Cc1ccc(NC(=O)C2CCN(S(=O)(=O)c3c(C)nn(C)c3C)CC2)c(Cl)c1 | 106 | 2 |
| COC(=O)CCSc1nc2c3ccccc3ncn2n1 | 104 | 0.2 |
| CC(C)n1c(C(F)(F)F)nc2cc(C(=O)N3CCOCC3)ccc21 | 101 | -0.5 |
| CCOC(=O)/C(C#N)=C/c1ccc(-c2ccc(C)cc2)o1 | 104 | 0 |
| O=C(COC(=O)c1cccs1)NC1CCCC1 | 101 | 0 |
| CCCn1c2ccccc2c2cnn(CC(=O)N3CCC(C)CC3)c(=O)c21 | 108 | 0.4 |
| CON(C)S(=O)(=O)c1ccc(C(=O)O)cc1 | 98 | -0.7 |
| COc1ccc2nc(NC(=O)c3ccc(Br)cc3)sc2c1 | 105 | 0.7 |
| COc1ccc(CCNC(=O)CSc2ncnc3c2nnn3Cc2ccccc2)cc1OC | 102 | -0.2 |
| Cc1cc(C)n(-c2nnc3n2N=C(c2c[nH]c4ccccc24)CS3)n1 | 102 | 0.3 |
| Cc1ccc2nc(C3CCCCC3)oc2c1 | 105 | 0.2 |
| CCC(CC)C(=O)Nc1cccc(-c2cn3cccnc3n2)c1 | 104 | 0.2 |

One compound at a time, from the list above:
Entry for COc1ccc(CCNC(=O)CSc2ncnc3c2nnn3Cc2ccccc2)cc1OC → Polio RdRp inh: 102; Polio RdRp inh FP z-score: -0.2
Entry for Cc1nn2c(C)c(C(=O)NCc3cccc(Br)c3)cnc2c1-c1ccccc1 → Polio RdRp inh: 104; Polio RdRp inh FP z-score: -0.1
Entry for COc1ccc(CCNC(=O)C(=O)NCC(c2cccs2)S(=O)(=O)c2cccs2)cc1 (configuration not stated) → Polio RdRp inh: 111; Polio RdRp inh FP z-score: 0.8
